High-throughput results as filed in PubChem BioAssay.
M1 ag parental – counter-screen for M1 agonists: effect in parental CHO-K1 cells; Fluo-8 calcium fluorescence; scaled to maximal ATP response, vehicle zero; activation, % at 3 µM; 360,000 tested, 0.48% active; AID 602248, 2012; in the data active means activation above about 15%;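 further: untransfected CHO-K1 host cells lacking M1 receptor as counterscreen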
CHO-K1 Ca antag – counter-screen for M1 antagonists: effect in parental CHO-K1 cells; ATP-induced calcium, Fluo-8 fluorescence; inhibition, % at 3 µM; 360,000 tested, 0.6% active; AID 602250;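 active means inhibition above a per-plate cutoff, the plate's mean sample inhibition plus 3 SD, cut at about 24% in these data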;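 further: 0% = DMSO plus EC80 ATP and 100% = DMSO alone without ATP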
M1 PAM parental – nonselective calcium activators in parental CHO-K1 cells, primary screen, counter-screen for M1 PAM project, cell-based, Fluo-8 calcium fluorescence, full deck, 1536-well | ATP EC20; 0% at ATP EC20, 100% at ATP max | activation, % at 3 µM | 360,000 tested, 0.02% active | AID 602247, 2012;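 active means activation above the run cutoff, the mean activation of all test compounds plus 3 SD, cut at about 40% in these data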;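 further: peak over basal fluorescence ratio in a 140 s read after ATP addition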
TAAR1 antagonist – human TAAR1 antagonists, primary screen, Fluo-8 calcium fluorescence, CHO RD-HGA16 cells | Trace amine-associated receptor 1 (Homo sapiens), Q96RJ0 | antagonist | inhibition, % at 3 µM | 360,000 tested, 1.5% active | AID 624466, 2012;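 active means inhibition above a per-plate cutoff, the mean inhibition of test compounds on that plate plus 3 SD, cut at about 49% in these data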;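 further: 0% = DMSO plus EC80 beta-PEA response and 100% = DMSO alone without agonist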
Target sequence (Q96RJ0 whole entry, looked up): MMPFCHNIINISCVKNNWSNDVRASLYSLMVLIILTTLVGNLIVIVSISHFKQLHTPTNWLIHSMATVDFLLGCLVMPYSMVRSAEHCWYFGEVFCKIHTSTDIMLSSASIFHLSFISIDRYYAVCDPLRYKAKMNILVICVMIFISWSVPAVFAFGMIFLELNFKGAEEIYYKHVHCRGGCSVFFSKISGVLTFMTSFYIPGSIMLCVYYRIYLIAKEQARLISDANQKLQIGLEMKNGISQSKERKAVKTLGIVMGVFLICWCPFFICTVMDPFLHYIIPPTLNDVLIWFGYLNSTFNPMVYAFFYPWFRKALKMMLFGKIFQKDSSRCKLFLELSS
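Test system: RD-HGA16 CHO cells with stable hTAAR1 and Gα16 / Probe or stimulus: EC80 β-phenethylamine stimulus / Times: seeding 17-24 h prior, 75-min 37 °C, 30-min RT dye loading / Detection: Fluo-8 calcium-sensitive fluorescence / Read-out basis: % inhibition scaled between DMSO and EC80 PEA controls / Repeats: singlicate, one well per test compound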
CHO parental Ca – ATP-evoked calcium signal inhibitors, parental CHO, primary screen, counter-screen for OX1R antagonist project, cell-based, fluorescence, Fluo-8 calcium dye; parental CHO-K1, ATP-induced calcium, Fluo-8 fluorescence; inhibition, % at 5.6 µM; 330,000 tested, 0.63% active;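 active means inhibition above that plate's mean sample inhibition plus 3 SD, cut at about 26% in these data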;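 further: 0% = ATP-challenged DMSO wells and 100% = DMSO wells without ATP; some compounds past the cut are filed as inactive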
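Measured by: calcium-sensitive Fluo-8 fluorescence / Test system: CHO parental line / Controls: ATP-challenged DMSO wells low, unchallenged DMSO wells high / Measure: % inhibition / Compound: single nominal dose of 5.6 µM per compound / Replicates: single well per compound, no replicates / Reagent: ATP as calcium-mobilizing challenge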
GPR7 antag – GPR7 receptor antagonists, primary screen, cell-based, fluorescence, single concentration. GPR7-expressing cells, fluorescence antagonist assay. 290,000 tested, 1.1% active. inhibition, % at 4.4 µM. Neuropeptides B/W receptor type 1 (Homo sapiens), P48145. AID 1861, 2009; in the data active means inhibition above about 16%, passing the limit was not always enough;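 further: cells stimulated with the agonist NPW; 0% = agonist with vehicle and 100% = vehicle without agonist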
V1aR counter – agonists of human V1a receptor, primary screen, counter-screen for OXTR agonist project, fluorescence, CHO-V1R cells; 320,000 tested, 0.25% active; Vasopressin V1a receptor (Homo sapiens), P37288; activation, % at 3 µM; AID 2797, 2010; Fluo-8 calcium fluorescence, agonist mode; 0% DMSO, 100% 3 nM vasopressin;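 active means activation above the mean activation of all tested compounds plus 3 SD, per screening run, cut at about 20% in these data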;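 further: signal is peak over basal fluorescence ratio across a 100 second FLIPR read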
Target sequence (P37288 whole entry, looked up): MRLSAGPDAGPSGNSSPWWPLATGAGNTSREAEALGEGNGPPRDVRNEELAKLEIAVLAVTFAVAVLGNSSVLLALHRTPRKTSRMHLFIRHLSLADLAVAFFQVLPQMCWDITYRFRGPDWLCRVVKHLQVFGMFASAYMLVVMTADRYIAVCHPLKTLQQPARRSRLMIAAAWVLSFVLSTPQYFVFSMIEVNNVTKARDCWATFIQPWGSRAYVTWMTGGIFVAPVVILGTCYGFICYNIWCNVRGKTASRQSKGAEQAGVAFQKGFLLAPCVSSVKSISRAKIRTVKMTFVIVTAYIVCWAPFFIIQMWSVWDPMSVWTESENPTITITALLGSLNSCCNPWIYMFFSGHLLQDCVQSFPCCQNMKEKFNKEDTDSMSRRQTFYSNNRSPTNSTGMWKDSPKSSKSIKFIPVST
OXTR potentiate – human OXTR potentiators, primary screen, fluorescence, CHO-OTR cells, Fluo-8 calcium. Oxytocin receptor (Homo sapiens), P30559. Fluo-8 calcium fluorescence, potentiator mode; 0% = oxytocin EC15, 100% = EC100. activation, % at 3 µM. 320,000 tested, 0.061% active;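 active means activation above that plate's cutoff, the mean activation of tested compounds plus 3 SD, cut at about 6.6% in these data, passing the limit was not always enough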;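 further: 100% uses oxytocin at 75 nM as the full agonist control; some results filed as inactive read as strong as hits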
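Material: human OTR in CHO cells. Compound: 3.0 µM, one dose. Timing: compound 6 min at room temperature before oxytocin, 100 s read. Evaluation: % activation of max/min ratio relative to oxytocin controls. Replication: single well per compound, singlicate. Signal: Fluo-8 calcium dye fluorescence.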
OXTR ag – human OXTR agonists, primary screen, fluorescence, CHO-OTR cells, Fluo-8 calcium; Oxytocin receptor (Homo sapiens), P30559; activation, % at 3 µM; Fluo-8 calcium fluorescence; normalized: DMSO 0%, oxytocin 100%; 320,000 tested, 0.32% active;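 active means activation above the mean of all tested compounds plus 3 SD, cutoff set per screening run, cut at about 20% in these data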;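 further: peak over basal fluorescence ratio from a 100 s FLIPR kinetic read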
* hit, by the source's call; / = no result given.

Sequence of screens: M1 ag parental, CHO-K1 Ca antag, M1 PAM parental, TAAR1 antagonist, CHO parental Ca, GPR7 antag, V1aR counter, OXTR potentiate, OXTR ag
- COc1cccc(-c2nn(C)c3sc(C(=O)NCCCN(C)Cc4ccccc4)cc23)c1
→ 3.0, -11, -9, -18, -11, 1, 1.1, -4, 1.0
- COc1ccccc1C(=O)Nc1sc2c(c1C(=O)NCc1ccco1)CCCC2
→ 0.1, -8, 14, -12, -13, 6, 1.0, -3, -0.7
- CN(C(=O)CSc1nnc(-c2c[nH]c3ccccc23)o1)C1CCS(=O)(=O)C1 (stereo not drawn)
→ 1.4, -13, 23, 8, -10, -12, 0.3, 3, 1.0
- C#CCOCCOCCOCCNc1nc(N2CCOCC2)nc(N2CCN(C(=O)[C@H]([C@@H](C)O)n3cc(CCCCN)nn3)CC2)n1
→ -0.9, 6, -9, -11, -3, -5, 0.4, 1, 0.6
- O=C(NCC1CCCO1)NC1CCCCC1 (stereo not drawn)
→ -0.1, 5, -3, 13, -1, -3, -1.2, -4, 0.1
- COc1ccc(CNC(=O)c2sc3nc4c(c(C(F)(F)F)c3c2N)CCC4)cc1
→ /, /, /, /, -2, -9, 0.3, -2, -0.1
- C=C(C)c1cccc(C(C)(C)NC(=O)N2CCCCC2CC)c1 (stereo not drawn)
→ -0.1, -5, 10, 5, -22, 2, 0.8, -11, -2.2
- N#Cc1ccc(NC(=O)Cn2cnc(S(=O)(=O)N3CCc4ccccc43)c2)cc1
→ 1.5, -19, 13, -16, -1, 6, 1.3, -1, -0.2
- COc1ccc(Cl)cc1C=CC=NNS(=O)(=O)c1ccc(C)cc1
→ -0.4, -9, -10, -6, /, /, /, /, /
- NC1=NC(=O)C(Cc2cc(Cl)ccc2Cl)S1 (stereo not drawn)
→ 0.8, -1, 12, 5, 5, -13, 0.5, -4, -1.0
- Cc1nc2cc(NC(=O)CSc3nc4c(C)cccc4cc3C#N)ccc2s1
→ 0.2, -6, 10, -4, -11, -9, -1.4, 3, 0.5
- COc1ccc(-c2noc(CCC(=O)N3CCN(Cc4ccccc4)CC3)n2)cc1
→ 2.2, 2, 14, -16, -24, -2, 3.8, -15, -0.1
- CCC(C)NC(=O)C(Cc1ccccc1)NS(=O)(=O)c1cccc2nsnc12 (stereo not drawn)
→ 0.5, -6, 23, -16, -18, 0, -1.2, -3, -0.6
- Cn1c(N)c(C(=O)COC(=O)Cc2c(F)cccc2Cl)c(=O)n(C)c1=O
→ 1.2, -22, 12, 10, -11, /, 2.4, -7, 2.3
- Cc1cc(=O)[nH]c(SCC(=O)Nc2c(C)n(C)n(-c3ccccc3)c2=O)n1
→ 0.6, -12, 12, -11, 0, /, 1.1, 0, 0.4
- CC(=O)Nc1ccc2c(=O)n(-c3ccccc3)sc2c1
→ 2.1, 2, -4, 69*, /, /, /, /, /
- Cc1ccc(N2C(=O)c3ccccc3C2Nc2ccccc2)nc1 (stereo not drawn)
→ 0.3, -3, 18, -32, -10, -9, -2.7, 1, -2.9
- CCCCCOC(=O)Cc1c(O)c2ccccc2n(C)c1=O
→ -0.2, -4, 3, -9, -14, -3, -1.1, -10, -0.2
- Cc1ccc2cc(C#N)c(SCc3nnc(-c4ccccc4[N+](=O)[O-])o3)nc2c1
→ 0.2, 5, 7, -2, -12, -2, -0.2, -7, 0.1
- Cc1nc2cc(C(F)(F)F)ccc2n1CCNc1nc(-c2cc(Cl)c(N)c(Cl)c2)cs1
→ -0.4, -4, -7, 21, -36, -4, 0.3, -8, -0.5
- COc1ccc(C2CC(c3ccccc3C(F)(F)F)=NN2c2ccc(S(N)(=O)=O)cc2)cc1 (stereo not drawn)
→ 1.4, -24, 34, -2, -1, /, /, /, /
- CCOC(=O)c1sc2ncn(CC(=O)NCC3CCCO3)c(=O)c2c1C (stereo not drawn)
→ 0.0, 4, 5, 18, -6, -3, 1.6, -17, 2.0
- Cc1ccccc1Nc1nn2c(=O)c3ccccc3nc2s1
→ 1.2, 5, 12, -1, -18, -5, -1.4, 3, -1.8
- O=C(CNc1n[nH]c(=O)[nH]c1=O)N/N=C/C1CC=CCC1 (stereo not drawn)
→ 0.7, -16, 10, -27, 3, -10, 0.5, -3, -0.2
- CCOC(=O)c1ccc(NC(=O)COc2ccc(S(=O)(=O)NC(C)(C)C)cc2)cc1
→ 5.5, 3, 5, 43, -8, -9, 8.7, -13, 5.9
- C=CCn1c(SCC(=O)Nc2ccc(O)cc2)nc2sc(C)c(C)c2c1=O
→ 0.3, -6, 6, -8, /, /, /, /, /
- O=C(NNC(=O)c1ccccc1O)c1ccccc1O
→ 0.2, -17, 15, -14, /, /, /, /, /
- COCc1cc(=O)[nH]c(Nc2nc3ccc(C)cc3o2)n1
→ 1.0, -6, 20, -1, 10, -4, -1.5, -6, -1.6
- Cc1c(-c2cc[n+]([O-])cc2)oc2ccc(Br)cc2c1=O
→ /, /, /, -14, -1, -8, -0.1, -5, 0.7
- CCCCNC(=O)C1(C)CCN1C(=O)Cc1cccc2ccccc12 (stereo not drawn)
→ -0.2, 21, -9, -13, /, /, /, /, /
- CCOC(=O)CC1NC(=O)c2ccccc21 (stereo not drawn)
→ 0.4, -2, 9, 2, -4, 5, 1.4, -14, 0.5
- CCN(CC)c1cc(C)c(C#N)c2nc3ccccc3n12
→ 1.7, -21, 30, -17, -25, -2, -1.5, 4, -1.9
- O=C(O)c1ccc2c(c1)C(=O)N(CCC1=CCCCC1)C2=O
→ 0.7, -16, 19, 2, -1, -1, 1.2, -7, 2.2
- Cc1ccc(NC(=O)C(C)OC(=O)c2cc(=O)[nH]c3ccccc23)cc1S(=O)(=O)N1CCOCC1 (stereo not drawn)
→ 0.2, -17, 11, 14, /, /, /, /, /
- O=[N+]([O-])c1cc(Br)c2nsnc2c1N1CCOCC1
→ -0.1, 2, 3, 1, -9, 20, -1.6, -15, -2.4
- O=[N+]([O-])c1cccc(-c2ccc(SCc3cccnc3)nn2)c1
→ 1.0, 5, 4, -5, -24, 12, 1.5, -14, -1.3
- Cn1c(CCN2CCCCC2)nc2cc([N+](=O)[O-])ccc21
→ 0.0, -11, 16, -17, -2, -11, 0.2, -3, -0.6
- O=C(N1CCN(c2ccccc2)CC1)C(F)(F)C(F)(F)F
→ 0.6, -7, 13, -9, -9, 8, 0.1, 0, 0.2
- Cc1cc(S(=O)(=O)N2CCOCC2)ccc1OCC(=O)Nc1cccc(F)c1
→ 3.7, -7, 11, 20, 1, 13, 16, -15, 7.8
- O=C(NCc1ccccc1F)c1ccc(S(=O)(=O)N2CCCC2)cc1
→ 1.3, 0, 14, 21, /, /, /, /, /
- CC1CC(=O)N(CC(=O)NCc2ccc3c(c2)OCO3)c2ccccc2S1 (stereo not drawn)
→ 2.5, -18, 17, 7, -6, -2, -0.2, -10, 0.2
- O=C1NN(c2ccccc2)C(=O)/C1=C\c1cccc(OC(=O)c2cccs2)c1
→ -0.1, -8, 8, 14, 5, -1, -1.1, 1, -1.1
- CCN(CC)S(=O)(=O)c1ccc(C)c(NC(=O)Cn2cnc3cc([N+](=O)[O-])ccc3c2=O)c1
→ 1.5, -10, 15, -15, 0, 8, -0.8, -31, -2.4
- O=C(/C=C/c1ccc([N+](=O)[O-])cc1)NCc1cccs1
→ 0.1, 0, 3, -16, -4, 13, 0.5, -5, -2.5
- CCN(CC)S(=O)(=O)c1ccc(N2CCOCC2)c(NC(=O)COc2ccc(C#N)cc2)c1
→ 0.7, 8, -18, -3, -4, -7, 1.0, -11, -0.8
- Cc1ccc(O)c(-n2nc3ccccc3n2)c1
→ -0.2, 13, -14, -9, -16, -12, 0.2, -12, -2.0
- O=C(Nc1c(-c2ccccc2)nc2ccccn12)c1ccccc1
→ 0.5, 4, 7, -17, -15, 5, 1.0, -11, -0.6
- O=C(Nc1nnc(S(=O)(=O)Cc2ccc(F)cc2)s1)c1ccccc1F
→ 4.8, -1, 2, -12, 2, -4, 8.4, -13, 6.2
- Cc1ccc(NC(=S)NCC(O)c2ccccc2)c(C)c1 (stereo not drawn)
→ 0.4, -8, 20, -2, 0, -7, 2.1, -2, 0.6
- CCCCn1nc2cc(C(=O)NC3CCCc4ccccc43)ccc2c1OCC (stereo not drawn)
→ 0.9, -2, 9, -2, -7, -14, -0.4, -7, -2.6
- O=C(Nc1nnc(CCN2CCCCC2)s1)c1ccccc1
→ 0.4, -5, 8, -25, -3, 3, 1.6, 2, 2.1
- O=C(NCCN1CCCCC1)c1ccc(=O)oc1
→ 0.1, -3, -5, -2, -5, 4, 0.8, 1, 1.9
- Cc1nc2ccccc2c(C(=O)O)c1-c1ccccn1
→ 1.6, -16, 23, 5, /, /, /, /, /
- CC(C)C(O)(C#CCN1CCCCC1)C(C)C
→ 0.9, -10, 12, -15, -6, 3, 0.5, 1, 0.4
- CCC(=O)Oc1ccc2oc(=O)cc(C)c2c1
→ 0.2, 2, 6, -22, -5, -4, 1.3, 2, 0.0
- O=[N+]([O-])c1ccc(NN=Cc2cccc3ccccc23)cc1
→ 1.3, -10, 14, 0, /, /, /, /, /
